High-throughput results deposited in PubChem BioAssay by several laboratories.
ROMK mod: human ROMK K+ channel modulation, primary screen; P48048; hit rate 2% among 130,000; AID 1918; B-score at 10 µM; Tet-inducible ROMK, thallium flux fluorescence; actives lie on both sides;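 active = signal ratio slope over the read window, or its plate-corrected B-score, at least 3 SD from the plate mean, either direction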;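 also: B-score of the F/F0 ratio slope over 7 to 12 s after thallium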
Target sequence (P48048 whole entry, looked up): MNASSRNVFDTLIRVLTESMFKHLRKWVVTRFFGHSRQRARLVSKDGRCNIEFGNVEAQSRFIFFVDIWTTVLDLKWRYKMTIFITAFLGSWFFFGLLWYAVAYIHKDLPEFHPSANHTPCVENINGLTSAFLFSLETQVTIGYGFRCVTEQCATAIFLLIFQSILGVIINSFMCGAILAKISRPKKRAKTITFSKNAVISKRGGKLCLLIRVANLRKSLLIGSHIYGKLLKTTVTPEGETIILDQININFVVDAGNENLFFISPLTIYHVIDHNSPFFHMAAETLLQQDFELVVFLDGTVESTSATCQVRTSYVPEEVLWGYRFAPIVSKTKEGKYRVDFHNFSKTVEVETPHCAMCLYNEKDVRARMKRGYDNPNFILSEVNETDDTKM
STAT3 activator: increases IL-6 driven STAT3 reporter signal | U3A cells, IL-6 STAT3-luciferase reporter, luminescence; 100% = signal with IL-6 EC80 alone | activation (% of control), % at 5.6 µM | hit rate 0.91% among 190,000 | AID 871;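 active = activation above the screen-wide mean of compound activation plus 3 SD, cut at about 130% in these data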;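 also: 0% = background luminescence of wells with medium and substrate only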
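Assay system – human STAT1-deficient U3A cells with stable STAT3-luciferase reporter · Also added – IL-6 (33 ng/mL) · Schedule – compound 1 h, then IL-6 6 h at 37 °C · Technique – reporter luminescence signal · Evaluation – % activation versus median of IL-6-stimulated wells · Benchmarks – IL-6-only wells as 100% reference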
APP 5'UTR act: APP 5'UTR luciferase reporter activation. SH-SY5Y APP 5'UTR luciferase reporter, luminescence; zero percent = DMSO vehicle wells. activation, % at 2 µM. hit rate 1% among 190,000. AID 1276;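 active = activation above a set limit, based on mean plus 3 SD of controls, cut at about 140% in these data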; also: values of inactives mirror those of a sister screen read the other way
STAT1 act: increases IFN-gamma driven STAT1 reporter signal. NIH 3T3 STAT1-luciferase reporter, luminescence; 100% = IFN-gamma alone, no compound. activation (% of control), % at 5.5 µM. hit rate 2.6% among 200,000. AID 932;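 active = activation above the screen-wide mean activation plus 3 SD, cut at about 130% in these data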;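 also: raw ratio to IFN-gamma control signal so 100% means no change and 0% no light; values of inactives mirror those of a sister screen read the other way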
FLuc inhib CS: Photinus pyralis luciferase inhibition counter-screen | AID 1006 | P08659 | ATPLite firefly luciferase biochemical luminescence, 10 min | hit rate 1.5% among 200,000 | inhibition, % at 10 µM;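 active = inhibition above about 50% when tested at 10 µM, limit read from the data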
Target sequence (P08659 whole entry, looked up): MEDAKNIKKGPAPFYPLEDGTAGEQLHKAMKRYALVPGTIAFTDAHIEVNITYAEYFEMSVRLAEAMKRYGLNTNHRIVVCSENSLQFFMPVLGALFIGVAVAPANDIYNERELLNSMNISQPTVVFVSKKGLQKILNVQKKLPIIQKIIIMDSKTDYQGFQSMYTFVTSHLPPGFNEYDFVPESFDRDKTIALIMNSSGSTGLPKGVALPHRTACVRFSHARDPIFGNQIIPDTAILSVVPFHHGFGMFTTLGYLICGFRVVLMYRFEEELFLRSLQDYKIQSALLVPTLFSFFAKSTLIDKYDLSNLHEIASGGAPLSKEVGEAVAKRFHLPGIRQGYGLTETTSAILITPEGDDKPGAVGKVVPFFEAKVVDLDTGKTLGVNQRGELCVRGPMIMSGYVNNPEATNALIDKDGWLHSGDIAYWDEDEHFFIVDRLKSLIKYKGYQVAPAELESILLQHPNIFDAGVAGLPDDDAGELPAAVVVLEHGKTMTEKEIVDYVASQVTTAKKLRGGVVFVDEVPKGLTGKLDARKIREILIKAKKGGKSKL
NF-kB neuron act: compounds increasing NF-kB expression in human neuronal cells | fold change at 12.5 µM | NF-kB reporter expression; hits give high values | hit rate 1.6% among 190,000; in the data active = fold change above about 3.3
STAT1 blocker: STAT1 signaling inhibition. NIH 3T3 STAT1-luciferase reporter, IFN-gamma, luminescence. inhibition, % at 5.5 µM. hit rate 0.35% among 200,000. AID 920;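 active = inhibition above a set limit, the mean inhibition across all tested compounds plus 3 SD, cut at about 34% in these data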;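 also: 0% = IFN-gamma with DMSO and 100% = IFN-gamma with 300 µM nifuroxazide; values of inactives mirror those of a sister screen read the other way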
STAT3 inh: STAT3 signaling inhibition; U3A cells, IL-6 STAT3-luciferase reporter, luminescence; host cell line lacks STAT1; inhibition, % at 5.5 µM; hit rate 0.89% among 190,000; AID 862;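 active = inhibition above the mean inhibition across all screened compounds plus 3 SD, cut at about 44% in these data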;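 also: 0% = DMSO only wells and 100% = 100 µM nifuroxazide control wells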
FLuc act counter: firefly luciferase counter-screen for stimulation assays | 200,000 tested, under 10 active | P08659 | activation factor at 10 µM | ATPlite luciferase biochemical, luminescence, 10 min; 0 = ATP-free wells, 1 = DMSO control;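 active = luciferase activation factor, scaled between plate controls, of at least 2 with compound at 10 µM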
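Assay system: Luciferase/luciferin detection reagent, cell-free biochemical luciferase assay / Read-out: luciferase activation / Benchmarks: No-ATP low control, compound-free enzyme-plus-ATP high control / Medium: PBS buffer for ATP / Detection: luminescence measurement of luciferase light output / Schedule: 10 min at ambient temperature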
APP 5UTR inh: APP translation inhibition | inhibition, % at 2 µM | AID 1285 | hit rate 0.82% among 190,000 | SH-SY5Y APP 5'UTR-luciferase reporter, luminescence;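 active = inhibition above a set limit, derived from the sample mean plus 3 SD, cut at about 45% in these data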; also: values of inactives mirror those of a sister screen read the other way
The depositor's hits bear a star; . = not tested or not shown.

SMILES	ROMK mod	STAT3 activator	APP 5'UTR act	STAT1 act	FLuc inhib CS	NF-kB neuron act	STAT1 blocker	STAT3 inh	FLuc act counter	APP 5UTR inh
FC(F)(F)c1cccc(-c2nnc(-c3ccccc3)c(N3CCOCC3)n2)c1	.	92	12	102	-4	1	-2	16	1	-12
O=C(c1cccc(S(=O)(=O)NCc2ccccc2)c1)N1CCCC1	0.068	106	-6	100	-6	0.96	-2	-7	1.1	6
S=C(NCCN1CCOCC1)Nc1ccc(Br)cc1	-0.081	95	-4	100	-5	1.9	0	8	1	4
COc1ccc(C2N3CC4(C)CN2CC(C)(C3)C4=O)cc1OC (configuration not stated)	.	110	39	107	-8	1.2	-7	-3	1.1	-39
CCOc1ccc(CNC(=S)N/N=C/c2ccncc2)cc1	1	96	18	110	-9	1	-11	9	1.1	-18
CC(=O)Nc1ccc(S(=O)(=O)N2CCN(CC(O)COc3ccc4ccccc4c3)CC2)cc1 (configuration not stated)	-0.3	95	8	96	-5	0.69	4	6	1	-8
COc1ccc(Nc2ccc(S(=O)(=O)N3CCCCCC3)cc2[N+](=O)[O-])cc1	-2.6	100	-8	103	-3	0.43	-4	4	1	8
COc1cc(/C=C2/C(=O)NN(c3cccc(F)c3)C2=O)ccc1OC(=O)c1ccco1	-0.77	111	-11	100	11	1.1	0	-16	0.9	11
COc1ccc(CN(C(=O)CN2C(=O)C(C)Oc3ccccc32)C2CCCC2)c(OC)c1 (configuration not stated)	-1.3	106	-19	100	-2	0.55	0	-2	1	19
CCOC(=O)N1CCN(c2cc(C)nc3nc(C)nn23)CC1	.	93	-30	90	0	1.1	12	9	1	30
C=CCNc1ncnc2ccccc12	.	106	3	100	-4	.	0	-4	1	-3
COc1ccc(/C=C/C(=O)OCC(=O)NCCC2=CCCCC2)cc1	-0.08	102	16	96	-4	1.2	3	0	1	-16
O=C(CO)N/N=C/c1cccc(Cl)c1Cl	0.019	102	6	109	-6	1.3	-10	2	1.1	-6
CCc1nc2scc(-c3cccs3)c2c(=O)o1	1.5	108	-2	108	-1	1.1	-6	-8	1	2
CC(=O)N1CCN(c2cc(N3CCCC3)c(F)cc2[N+](=O)[O-])CC1	-0.31	110	-10	99	-7	1	-1	-4	1.1	10
Cc1nn2c(=O)cc(COC(=O)c3ccc(S(=O)(=O)N4CCCCC4)cc3)nc2s1	.	105	-7	103	-5	0.96	-4	2	1.1	7
CC(=O)Nc1ccc(NC(=O)CSc2nnc(C3CC3)n2C)cc1	0.53	97	8	93	0	1.3	7	12	1	-8
COc1ccc(N(CC(=O)NCCSc2ccccn2)S(C)(=O)=O)cc1Cl	-0.18	102	-1	94	-9	1	6	5	1.1	1
Cc1ccc(F)cc1NCC(=O)Nc1ccc(Cl)cc1F	.	80	19	92	0	1.2	9	23	1	-19
CC(C)CCNC(=O)C1CCN(C(=O)N(C)C)CC1	.	102	-4	100	-7	0.83	-1	2	1.1	4
COc1ccccc1Oc1c(C)oc2c(CN3CCN(C)CC3)c(O)ccc2c1=O	0.61	102	2	92	-10	0.97	9	0	1.1	-2
CC(C)CCn1c(N)c(S(=O)(=O)c2cccs2)c2nc3ccccc3nc21	.	108	11	98	-9	0.58	2	-5	1.1	-11
Cc1cc(/C=N/n2cnnc2)c(C)n1-c1cccc(Cl)c1	.	95	3	111	-10	0.95	-12	10	1.1	-3
CCOC(=O)N/N=C/c1ccc(N(CC)CC)cc1O	2.4	87	-27	107	6	1.7	-8	22	0.9	27
OCCOCCn1c(-c2ccccc2)nc(=S)c2c1CCCC2	.	.	-3	.	-4	1	.	.	1	3
CC1CC(C)CN(C(=O)COC(=O)CNS(=O)(=O)/C=C/c2ccccc2)C1 (configuration not stated)	-0.82	98	1	101	2	1	-1	7	1	-1
O=C(C1Cc2ccccc2CN1S(=O)(=O)c1cccs1)N1CCCCC1 (configuration not stated)	.	109	-7	110	-4	1.1	-11	-6	1	7
O=C(CN(C1CCCCC1)S(=O)(=O)c1ccc(F)cc1)NC1CC1	.	98	-5	102	-3	1.3	-2	8	1	5
COC(=O)c1c(C)[nH]c(C(=O)CSc2nnnn2-c2ccccc2)c1C	0.19	101	-14	98	-8	1.1	3	3	1.1	14
COc1ccc(C(=O)Nc2ccc(C(=O)Nc3nccs3)cc2)cc1[N+](=O)[O-]	.	105	-4	93	-6	0.99	7	-11	1.1	4
CCOC(=O)c1cc(-c2cc3ccccc3o2)nc2c1c(=O)[nH]c(=O)n2CCOC	-0.01	101	-21	100	-4	1.1	1	5	1	21
COc1ccc(NC(=O)c2cc(S(=O)(=O)N(C)C)ccc2N2CCCC2)cc1Cl	-0.079	94	-10	93	-4	0.94	8	11	1	10
CCOC(=O)CNC(=O)C(Cc1ccccc1)NC(=O)OCc1ccccc1 (configuration not stated)	-1	98	6	91	-5	1.2	10	10	1.1	-6
CCC(C)Nc1nc(OC)nc(N(C)C#N)n1 (configuration not stated)	1.8	108	6	103	-2	0.96	-4	-2	1	-6
COc1ccc(OC)c(N/C(C)=C/C(=O)c2ccccc2)c1	0.019	107	77	134*	76*	1.1	-38	-8	0.2	-77
COc1ccccc1OCc1ccc(C(=O)N2CCN(C(=O)c3ccco3)CC2)cc1	0.011	102	-9	101	-2	0.87	3	-2	1	9
COc1cc(NC(=O)COc2c(C)cc(C)cc2[N+](=O)[O-])c(OC)cc1Cl	0.08	96	.	100	-8	1.1	0	5	1.1	.
COc1cccc(/C=N/NC(=O)CCc2n[nH]c(=O)[nH]c2=O)c1O	.	82	-13	102	1	1.1	-2	23	1	13
COc1ccc(S(=O)(=O)N(C)CC(=O)N2CCCCCC2)cc1OC	.	104	-13	102	-4	1.2	-3	0	1	13
O=C(Nc1cccc(NC(=O)c2ccco2)c1)c1ccc2c(c1)OCO2	-0.6	93	-2	105	-3	0.9	-5	11	1	2
O=C(Nc1ccc(F)cc1)C1CCC(N2C(=O)c3ccccc3C2=O)CC1 (configuration not stated)	0.44	88	-9	95	2	1	0	15	1	9
Cn1cccc1/C=N/NC(=O)c1cccnc1	1.2	105	-4	99	2	1.1	0	-2	1	4
CSCCC(NC(=O)c1ccccc1)C(=O)OCC(=O)Nc1ccc(C)c(Cl)c1 (configuration not stated)	-1	109	2	105	0	0.88	-6	-11	1	-2
COC(=O)C(C)N(c1ccc(C)cc1)S(=O)(=O)c1c(C)[nH]c(=O)[nH]c1=O (configuration not stated)	-0.058	102	-1	98	-5	1.2	2	4	1.1	1
CCCCN(C)CCCNC(=O)CS(=O)Cc1nc(-c2ccc(OC)c(OC)c2)oc1C (configuration not stated)	.	96	-5	102	-5	1.2	-2	10	1	5
C=CCSc1nnc(-c2cnn(-c3ccccc3)c2-n2cccc2)n1C	-0.071	97	-4	91	-3	0.72	10	8	1	4
O=[N+]([O-])c1ccc(/C=N/Nc2ncc(-c3ccccc3)cn2)cc1	-0.63	90	2	100	-5	1.2	-3	14	1	-2
S=C(NCc1ccc(Cl)cc1)NC12CC3CC(CC(C3)C1)C2	0.041	101	23	102	-2	0.61	-3	4	1	-23
COc1ccccc1CC(=O)NCc1ccc2c(c1)OCO2	.	93	11	99	1	1.1	0	10	1	-11
COc1ccc(NC2=CC(=O)CC(c3ccccc3)C2)cc1 (configuration not stated)	.	101	13	99	-5	1.5	-1	2	1.1	-13
Cn1c(NN)nc2sc3c(c2c1=O)CCC3	0.74	92	9	106	-4	1.1	-6	13	1	-9
CCOC(=O)Cc1c(C)nc2c(-c3ccccc3)c(-c3ccccc3)[nH]n2c1=O	.	129	19	93	-7	0.99	8	-20	1.1	-19
CC(=O)C1=C(C)NC(SCC(=O)c2ccccc2)=C(C#N)C1c1ccco1 (configuration not stated)	-0.0098	82	16	100	-7	1.3	0	24	1.1	-16
Cc1ccnc(NC(=O)c2cc(-n3cnnc3)ccc2Cl)c1	.	105	7	99	-7	1	1	-2	1.1	-7
O=C(NC1CCCC1)C1CCN(c2cnccn2)CC1	1.3	103	-5	96	-1	0.93	3	4	1	5
Nc1ccc2c(c1)CCC2=O	0.84	106	15	97	.	.	0	-5	.	-15
COc1ccc(CN2CCCC(C(=O)c3ccc(Cl)cc3)C2)cc1Cn1cccn1 (configuration not stated)	-2.2	111	-10	92	-9	1.2	7	-8	1.1	10
COc1ccc(-c2nnn(CC#N)n2)cc1OC	0.42	97	1	101	-7	1.1	-1	9	1.1	-2
Cc1ccc(N2C(=O)c3n[nH]c(C)c3C2c2ccco2)cc1 (configuration not stated)	-0.28	104	68	115	33	1.6	-14	-2	0.7	-68
COc1ccc(-c2cc(C(F)(F)F)n3nc(C(=O)N4CCCCC4)cc3n2)cc1	-0.86	99	-7	101	-6	0.7	-1	4	1.1	7

The final five compounds of the section above come first, to join the parts:
SMILES	ROMK mod	STAT3 activator	APP 5'UTR act	STAT1 act	FLuc inhib CS	NF-kB neuron act	STAT1 blocker	STAT3 inh	FLuc act counter	APP 5UTR inh
Nc1ccc2c(c1)CCC2=O	0.84	106	15	97	.	.	0	-5	.	-15
COc1ccc(CN2CCCC(C(=O)c3ccc(Cl)cc3)C2)cc1Cn1cccn1 (configuration not stated)	-2.2	111	-10	92	-9	1.2	7	-8	1.1	10
COc1ccc(-c2nnn(CC#N)n2)cc1OC	0.42	97	1	101	-7	1.1	-1	9	1.1	-2
Cc1ccc(N2C(=O)c3n[nH]c(C)c3C2c2ccco2)cc1 (configuration not stated)	-0.28	104	68	115	33	1.6	-14	-2	0.7	-68
COc1ccc(-c2cc(C(F)(F)F)n3nc(C(=O)N4CCCCC4)cc3n2)cc1	-0.86	99	-7	101	-6	0.7	-1	4	1.1	7
On1nnc2cc(C(F)(F)F)ccc21	0.87	105	8	106	-5	1.5	-7	-6	1	-8
O=C(c1cccc(C(F)(F)F)c1)N1CCCC1	.	96	3	104	-6	1.4	-5	9	1.1	-3
Cc1ccc(S(=O)(=O)CCC(=O)Nc2ccc(S(=O)(=O)N(C)C)cc2)cc1	0.38	98	-3	100	-6	1.3	-1	3	1.1	3
Cc1ccccc1CS(=O)(=O)c1nnc([C@H](Cc2ccccc2)NC(=O)OC(C)(C)C)o1	-0.93	95	-70	85	0	0.81	16	12	1	70*
Cc1cc(Cl)ccc1OC(C)C(=O)NCCCn1ccnc1 (configuration not stated)	1	101	1	100	-6	1.4	-1	3	1.1	-2
CCOc1cc(CNCCCN2CCOCC2)cc(Br)c1OCC(=O)Nc1cccc(C(F)(F)F)c1	.	99	13	94	-6	0.66	6	6	1.1	-13
CC(=O)N/N=C/c1ccc(OCCOc2ccc(Br)cc2)cc1	.	107	-11	100	-5	1.2	0	-10	1.1	11
COc1ccc(N=C/C=C2/C=C(c3ccccc3)OC(C)(C)O2)cc1	-0.45	102	7	81	-8	0.93	19	1	1.1	-7
CCN(CC)S(=O)(=O)c1cc([N+](=O)[O-])ccc1NNC(=O)Nc1ccccc1OC	.	95	-8	101	-1	0.92	-1	9	1	8
COc1cc(CN2CCCC(C(=O)c3ccccc3SC)C2)cc(OC)c1 (configuration not stated)	-1.2	95	3	88	0	0.83	13	11	1	-3
